# High-throughput results as filed in PubChem BioAssay.
# esBAF inh: inhibitors of esBAF chromatin remodeling in mouse ES cells; Bmi1-luciferase knock-in reporter, 24 h; 100% = twice the neutral-well signal; reporter increase, % at 12.5 µM; actives 2% (n = 350,000); in the data active = activation above about 40%;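 also: 0% = median of the plate's neutral control wells and 100% = double that signal; a rise in the Bmi1 reporter signal indicates esBAF inhibition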
# Statin myotox sup: suppressors of simvastatin-induced myotoxicity in C2C12 myotubes. ATP luminescence, 48 h; scaled: DMSO 0, geranylgeraniol control 100. rescue of ATP level, % at 7.49 µM. actives 0.78% (n = 330,000);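 active = mean ATP rescue above about 67%, or every replicate alone reaching that limit, limit read from the data, passing the limit was not always enough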;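 also: myotubes were challenged with 10 µM simvastatin during compound exposure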
# S100A4 inh HTS: inhibitors of human S100A4 binding to myosin IIA peptide | S100A4/TAMRA-MyoIIA peptide fluorescence polarization | inhibition, % at 10.7 µM | actives 0.14% (n = 360,000);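 active = mean inhibition of at least 70% across replicates, with every replicate also reaching that level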
# Target sequence (P26447 whole entry, looked up): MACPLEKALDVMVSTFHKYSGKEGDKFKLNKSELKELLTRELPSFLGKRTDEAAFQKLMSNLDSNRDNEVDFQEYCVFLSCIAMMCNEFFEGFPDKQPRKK
#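 Material: S100A4 monomer (human). Medium: Calcium-containing HEPES buffer, pH 7.2. Probe or stimulus: labelled myosin peptide probe, 5 nM. Compound dosing: one concentration per compound. Timing: polarization read 5 min after assay mix addition, stable 5–60 min. Benchmarks: DMSO as neutral control, TFP as positive control.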
# FN deposition inh: fibronectin deposition inhibition; AH1F fibroblasts, Alexa488-fibronectin deposition fluorescence, overnight; inhibition, % at 12.6 µM; actives 0.086% (n = 350,000);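 active = mean inhibition across replicates of 30% or more, regardless of how many single replicates reach that level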;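 also: positive control wells lacked labelled fibronectin entirely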
#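 Test system: AH1F fibroblast monolayer depositing Alexa488-labelled fibronectin into matrix. Input: 10000 cells per well. Technique: fluorescence, ex 485 nm, em 525 nm. Buffer or medium: DMEM plus 2% serum, read in PBS. Timing: 1 h cell adhesion before compound, then overnight fibronectin incubation. Compound: single dose, pinned. Read-out basis: inhibition from reduced deposited-fibronectin fluorescence.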
# LGR2 inh: inhibitors of bursicon-induced Drosophila LGR2 receptor cAMP signaling; HEK293 LGR2, CRE-luciferase, bursicon-stimulated, 4 h; actives 0.35% (n = 380,000); inhibition, % at 9.99 µM;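 active = drop in luminescence signal, shown as inhibition above about 50% in the replicate tests, limit read from the data, passing the limit was not always enough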;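 also: agonist challenge used bursicon conditioned medium at about half maximal strength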
# CASP6 VEID inh: blocks human caspase-6 cleavage activity; purified caspase-6, Z-VEID-R110 cleavage fluorescence; inhibition, % at 12.5 µM; actives 0.53% (n = 350,000); AID 686996;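 active = mean inhibition across replicates at least about 35%, with every replicate also reaching that limit, limit read from the data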;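 also: 0% = median of neutral control wells and 100% = no fluorescence left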
# Target sequence (P55212 24-179 limits assumed): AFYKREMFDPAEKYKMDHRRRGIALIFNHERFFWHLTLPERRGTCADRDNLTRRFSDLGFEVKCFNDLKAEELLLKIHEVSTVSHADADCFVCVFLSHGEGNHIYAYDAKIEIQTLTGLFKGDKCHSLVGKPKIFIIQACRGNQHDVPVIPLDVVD
# Target sequence (P55212 194-293 limits assumed): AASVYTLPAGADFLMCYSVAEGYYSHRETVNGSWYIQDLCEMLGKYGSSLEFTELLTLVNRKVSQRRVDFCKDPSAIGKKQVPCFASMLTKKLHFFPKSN
# SIRT5 inh: inhibitors of human sirtuin-5 desuccinylase. inhibition, % at 15 µM. Purified SirT5, succinyl-peptide AMC, trypsin-coupled fluorescence. actives 1.1% (n = 330,000); in the data active = inhibition above about 15%
# Target sequence (Q9NXA8 whole entry, looked up): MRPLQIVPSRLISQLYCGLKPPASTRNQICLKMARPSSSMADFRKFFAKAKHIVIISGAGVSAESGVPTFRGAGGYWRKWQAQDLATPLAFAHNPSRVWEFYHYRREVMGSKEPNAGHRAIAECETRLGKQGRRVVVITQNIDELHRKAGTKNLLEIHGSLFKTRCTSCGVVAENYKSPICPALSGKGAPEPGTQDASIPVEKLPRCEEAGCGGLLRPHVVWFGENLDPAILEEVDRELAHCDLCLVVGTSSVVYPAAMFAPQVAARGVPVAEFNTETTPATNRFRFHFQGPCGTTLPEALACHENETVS
# An asterisk follows results filed as active; nt = not tested or not shown. A portion of the library (hit frequency here may not be typical).
SMILES	esBAF inh	Statin myotox sup	S100A4 inh HTS	FN deposition inh	LGR2 inh	CASP6 VEID inh	SIRT5 inh
Cc1ccc(S(=O)(=O)NC(=O)NC2=NC(C)(C)N(c3ccc(Cl)c(Cl)c3)C(N)=N2)cc1	-33.8	1.8	-14.8	6.9	5.2	3.9	nt
COc1ccc(NC(=O)CC(C)c2ccccc2)cc1S(=O)(=O)N1CCOCC1 (stereo not given)	0.5	0.5	37.6	4.3	-10.6	1.3	0.1
O=C(C[C@H]1CC[C@H](NC(=O)Nc2ccc(F)cc2)[C@@H](CO)O1)NCc1cccc(F)c1	-2.9	-7.7	-11.0	nt	-6.5	-0.9	-4.1
COc1cc(C(=O)NC(=S)Nc2nc(-c3ccc(F)cc3)cs2)cc(OC)c1OC	9.6	-3.8	-0.9	4.2	5.1	0.4	-3.0
CCOC(=O)N1CCN(S(=O)(=O)c2ccc3c(c2)SCC(=O)N3)CC1	-4.4	50.7	nt	3.5	nt	nt	nt
Cc1cccc(C(=O)Nc2nnc(S(=O)(=O)N3CCCCCC3)s2)c1	-6.2	nt	-3.6	4.5	nt	0.0	-1.3
Fc1ccc(-c2ccc3nccn3c2)cc1Cl	9.4	13.6	1.4	-0.7	-27.0	1.3	0.0
COc1ccc(NC(=O)C2(C)CCN2Cc2ccc3ccccc3c2)cc1OC (stereo not given)	-1.3	12.2	2.2	0.5	4.6	-3.0	nt
CO[C@H]1CN(C)C(=O)c2ccc(NC(=O)C3CC3)cc2OC[C@H](C)N(C(C)=O)C[C@@H]1C	nt	nt	-2.5	2.5	3.8	4.3	-1.5
O=C(Nc1ccccc1F)N1CCCCN2[C@H](C1)[C@H](c1ccc(C#Cc3ccccc3)cc1)[C@@H]2CO	nt	nt	-4.2	nt	9.1	0.4	0.8
Cc1noc(C)c1NC(=O)Nc1cccc2c1O[C@H](CN(C)Cc1ccc3c(c1)OCO3)[C@H](C)CN([C@@H](C)CO)C2=O	-0.9	25.6	2.6	nt	-9.3	-2.6	nt
CC(C)CCNC(=O)CCCOc1cc(=O)n(C)c2ccccc12	-8.7	20.9	0.9	-0.6	7.2	2.5	1.8
COc1ccc(/C=C2/Sc3ccc(C(=O)NCCCN4CCOCC4)cc3NC2=O)cc1OC	-1.9	-17.3	8.6	23.2	-21.5	-5.8	-0.9
COc1ccc(/C=N/Nc2ccccc2C(=O)O)cc1Cn1cc([N+](=O)[O-])cn1	47.7*	11.0	0.2	-8.4	-18.8	15.9	-3.4
O=C(N/N=C/c1ccc(OC(=O)c2ccc([N+](=O)[O-])cc2)cc1)c1cccnc1	0.8	0.8	-12.3	nt	0.0	1.4	-2.2
c1ccc2c(c1)CCN(CCCNc1nc3ccccc3n3cnnc13)C2	8.5	nt	0.8	3.7	22.7	11.7	-1.5
CCN(CC(=O)N1CCC(C)CC1)S(=O)(=O)c1ccc(C)cc1	nt	nt	-0.5	nt	-16.0	-4.4	1.1
O=C(COC(=O)CSc1ccc(Cl)cc1)Nc1ccc2[nH]c(=O)[nH]c2c1	0.2	-1.3	-2.0	-4.3	-4.1	-0.2	2.3
CCCC(=O)N1CC2(CN(C(=O)C3CCC3)C2)c2c(n(C)c3cc(OC)ccc23)[C@H]1CO	nt	nt	0.6	nt	1.6	-1.0	-3.5
N#Cc1ccccc1COC(=O)c1cc(S(=O)(=O)N2CCOCC2)ccc1F	-8.7	1.3	-3.9	-4.2	-61.1	1.3	nt
CCCC#Cc1ccc2c(c1)O[C@H](CN(C)C(=O)c1ccncc1)[C@@H](C)CN([C@@H](C)CO)S2(=O)=O	-7.2	-3.1	0.0	nt	3.3	5.4	4.5
COc1ccc(-c2cc(C(=O)NCc3ccco3)no2)cc1OC	17.6	-1.6	nt	-4.5	nt	nt	nt
COc1ccc(CC(=O)Nc2ccc(C)cc2O)cc1S(=O)(=O)N1CCOCC1	7.1	1.1	-1.9	-4.4	-31.1	-74.2	1.3
COc1ccc(-n2cc(-c3ccccc3)c3c(N4CCN(CCO)CC4)ncnc32)cc1	-1.0	-5.5	2.4	nt	-20.6	-0.9	-1.5
Cn1c2ccccc2c2nnc(SCc3ccc4nonc4c3)nc21	0.2	-20.2	-0.5	nt	-2.4	1.9	nt
O=C(CCSCCc1ccccn1)Nc1ccc(Cl)cn1	-3.3	28.7	nt	2.7	nt	nt	nt
O=C(C[C@@H]1CC[C@H]2[C@@H](COC[C@@H](O)CN2C(=O)c2ccccc2)O1)Nc1nccs1	9.4	5.9	4.6	0.7	-16.4	-0.1	-2.2
O=C(CSc1nc2ccccc2n1Cc1ccc(Cl)cc1)N/N=C/c1ccc(C(=O)O)cc1	nt	nt	1.8	8.9	1.9	-1.2	-4.8
CC(C)CCNC(=O)C1CCN(S(=O)(=O)c2ccc(-n3cnnn3)cc2)CC1	-0.8	14.2	-1.2	-6.2	-20.6	-3.0	-3.0
CC1CC2(CC(C)(C(=O)CSc3nc4ccccc4s3)OC2=O)C(=O)O1 (stereo not given)	3.2	-3.3	nt	-9.6	nt	nt	nt
COc1ccccc1-n1cc(C(=O)N2CCCC(CO)(Cc3ccccc3C)C2)cn1 (stereo not given)	6.2	-1.2	0.1	8.1	-28.8	-1.2	-1.1
COCC(=O)Nc1ccc2c(c1)C(=O)N(C)C[C@@H](OC)[C@@H](C)CN(C(=O)NC(C)C)[C@H](C)CO2	0.8	7.8	-6.7	1.8	-5.1	nt	-3.9
C#CCNC(=O)C[C@@H]1C[C@@]2(C(=O)OCC)CCC=C2N(Cc2ccc3c(c2)OCO3)C1=O	nt	nt	13.4	12.7	-0.2	-5.7	-3.2
C[C@@H]1CN([C@@H](C)CO)C(=O)Cc2cc(NC(=O)Nc3ccc(C(F)(F)F)cc3)ccc2O[C@H]1CN(C)C(=O)Nc1cccc2ccccc12	0.4	18.6	-4.6	nt	-9.8	-2.7	-1.9
CSCC(=O)NS(=O)(=O)c1ccc(C)cc1	4.5	1.9	-0.3	4.9	28.9	-4.3	-0.9
Cc1cc(Cl)ccc1NC(=O)CSc1n[nH]c(N)n1	-1.0	3.9	-21.2	-3.6	2.7	-2.5	-2.0
COc1ccccc1CCN1CCCC(CN(C)C(=O)c2ccco2)C1 (stereo not given)	2.6	-9.0	-2.7	4.2	-1.3	1.3	0.0
CC(C)C(O)(c1ccccc1)C(CN1CCOCC1)c1ccccc1 (stereo not given)	5.7	-8.1	-0.2	-9.7	-10.4	0.1	-5.6
C=CCn1c(CNC(=O)c2cccs2)nnc1SCC(=O)c1ccc(Br)cc1	-2.6	14.9	nt	1.6	nt	nt	nt
CC(C)(C)c1ccccc1NC(=O)c1ccco1	3.1	9.0	nt	-7.0	nt	nt	nt
COc1cc(NC(=O)COC(=O)CC(C)(C)C)c(C)cc1[N+](=O)[O-]	nt	nt	-3.4	8.7	-20.6	1.0	-2.1
O=C(CN(Cc1ccccc1)C(=O)CCC(=O)Nc1nccs1)NCC1CCCO1 (stereo not given)	-0.5	4.4	-9.7	2.3	-4.5	-0.4	-3.9
O=C(C1CCCN(Cc2ccccc2)C1)N1CCCCC1 (stereo not given)	5.6	3.0	nt	-8.8	nt	nt	nt
COc1ccccc1OCc1ccc(C(=O)N2CCCCC2)o1	14.7	15.7	-3.3	1.5	-8.3	2.2	0.1
CCC1CCCCN1CCCCOc1cccc(Cl)c1 (stereo not given)	1.7	9.7	4.9	-5.3	-0.8	-5.0	-3.4

# Retrieved by structure from the list above (two):
SMILES	esBAF inh	Statin myotox sup	S100A4 inh HTS	FN deposition inh	LGR2 inh	CASP6 VEID inh	SIRT5 inh
C#CCNC(=O)C[C@@H]1C[C@@]2(C(=O)OCC)CCC=C2N(Cc2ccc3c(c2)OCO3)C1=O	nt	nt	13.4	12.7	-0.2	-5.7	-3.2
Cc1cc(Cl)ccc1NC(=O)CSc1n[nH]c(N)n1	-1.0	3.9	-21.2	-3.6	2.7	-2.5	-2.0

# (list continues)
SMILES	esBAF inh	Statin myotox sup	S100A4 inh HTS	FN deposition inh	LGR2 inh	CASP6 VEID inh	SIRT5 inh
C[C@H](CO)N1C[C@H](C)[C@H](CN(C)Cc2ccccn2)Oc2cc(Br)ccc2S1(=O)=O	-2.6	nt	9.5	-1.8	19.1	-0.6	-4.7
CN(Cc1ccccc1)C(=O)c1csc([C@@H]2C[C@H](O)[C@@H](CO)O2)n1	1.9	-0.4	-8.5	-1.9	2.4	7.9	-3.0
COc1ccc(S(=O)(=O)Nc2ccc(Cc3ccncc3)cc2)cc1OC	9.6	-10.4	-1.0	-0.5	-4.0	0.4	-2.3
CCOC(=O)C1CCCN(C(=O)c2cn(C)c3ccc(S(=O)(=O)N(C)C)cc3c2=O)C1 (stereo not given)	-1.8	4.5	3.6	11.9	6.3	0.2	nt
Cc1ccc(C)c(N(C(=O)CNC(=O)c2ccco2)C(C(=O)NC2CCCCC2)c2ccncc2)c1 (stereo not given)	-5.2	-11.2	-20.7	-6.8	-4.8	-0.3	-1.9
CCN1CCc2c(sc(NC(=O)Nc3ccc(Cl)c(Cl)c3)c2C(N)=O)C1	7.6	0.4	-6.0	-243.4	10.2	-1.9	-3.9
Cc1cc(C)n(CC2CC(=O)N(c3ccc(F)c(Cl)c3)C2=O)n1 (stereo not given)	-6.9	62.5	nt	5.4	nt	nt	nt
COc1ccc(S(=O)(=O)N(C)C[C@@H]2Oc3ccc(NC(=O)CCC(F)(F)F)cc3C(=O)N([C@@H](C)CO)C[C@@H]2C)cc1	2.1	-0.4	18.4	-0.7	3.2	-2.0	-3.3
C[C@H]1CN([C@@H](C)CO)C(=O)c2cc(C#CCN(C)C)cnc2O[C@H]1CN(C)C(=O)c1cccnc1	-4.7	9.4	-6.2	-2.6	16.2	-18.7	-1.9
c1ccc(C2OCCN2c2ccccc2)cc1 (stereo not given)	8.9	-2.1	-5.2	-0.1	17.7	-0.5	6.4
CN(C1CCCCC1)S(=O)(=O)c1ccc(NC(=O)c2ccc(Br)o2)cc1	3.1	-27.3	nt	nt	0.2	nt	nt
N/C(=N\OC(=O)c1ccc(F)cc1)c1cccc([N+](=O)[O-])c1	32.5	1.5	-2.5	-6.2	-3.0	1.2	-0.9
CCC1(c2ccccc2)NC(=O)N(CC(=O)Nc2cc(S(=O)(=O)N3CCCCCC3)ccc2OC)C1=O (stereo not given)	nt	nt	-4.8	-0.8	7.2	-0.5	0.1
CC(=O)NS(=O)(=O)c1ccc(N/C(N)=N/c2nc(C)cc(C)n2)cc1	7.3	-4.2	1.1	-3.1	6.4	1.1	-0.7
Cc1ccc(CSCC(=O)Nc2ccccc2)cc1	5.5	-0.6	1.4	2.9	-1.6	-1.7	7.7
COc1ccc(NC(=O)Nc2ccc3c(c2)[C@@H]2C[C@H](CC(=O)N(C)C)O[C@@H](CO)[C@@H]2O3)cc1	4.3	4.7	-2.4	0.1	19.8	-1.4	1.6
O=C(COC(=O)CCC1CCCC1)Nc1ccc(F)cc1Cl	2.4	27.6	-0.4	nt	4.2	-1.0	0.3
O=C(N[C@H](C(=O)N1CCC[C@H]1C(=O)NC1CCCC1)c1ccccc1)c1ccccc1	nt	nt	-2.1	-5.8	-6.2	-3.9	1.2
N#Cc1cccc(NC(=O)COC(=O)Cn2nc(-c3ccccc3)oc2=O)c1	-2.9	-6.2	-1.9	-15.4	5.3	-0.9	-4.2
C[C@@H]1CN([C@@H](C)CO)C(=O)c2cccc(NS(=O)(=O)c3ccc(F)cc3)c2O[C@H]1CN(C)Cc1ccc(-c2ccccc2)cc1	-3.2	5.6	57.7	13.3	-3.9	nt	6.8
C=CCOc1cccc(CNCc2ccncc2)c1	-3.4	5.5	1.0	-2.4	-0.3	-8.5	-3.5
